S1P2 agonist: S1P2 (human) receptor agonism. O95136. S1P2-expressing cell line, agonist reporter read-out. activation, % at 4.5 µM. hit rate 0.46% among 97,000; in the data active means activation above about 16%;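 further: 0% = vehicle low control and 100% = maximal reference agonist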
Target sequence (O95136 whole entry, looked up): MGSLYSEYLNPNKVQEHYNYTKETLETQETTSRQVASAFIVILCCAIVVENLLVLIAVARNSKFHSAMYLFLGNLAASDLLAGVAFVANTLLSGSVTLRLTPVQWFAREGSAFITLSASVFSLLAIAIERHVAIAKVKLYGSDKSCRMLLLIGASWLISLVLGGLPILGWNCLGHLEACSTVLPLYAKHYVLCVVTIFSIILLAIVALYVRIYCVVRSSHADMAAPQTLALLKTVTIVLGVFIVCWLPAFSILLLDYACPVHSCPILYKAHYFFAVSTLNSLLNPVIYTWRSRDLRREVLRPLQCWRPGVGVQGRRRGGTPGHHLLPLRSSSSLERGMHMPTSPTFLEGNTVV
EphB4 antag: blocks human EphB4 binding to ephrin-B2 | EphB4 LBD / TNYL-RAW-Alexa532 peptide, fluorescence polarization | P54760 | hit rate 0.15% among 97,000 | inhibition, % at 7 µM;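 active means inhibition above the screen-wide mean inhibition plus 3 SD, cut at about 15% in these data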;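 further: 0% = DMSO wells and 100% = excess unlabeled TNYL-RAW peptide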
PLK1 PBD inh: Plk1 (human) PBD binding inhibition | P53350 | Plk1 PBD phosphopeptide binding, fluorescence polarization | inhibition, %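 (tested at about 20 µM)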 | hit rate 0.13% among 97,000 | AID 693; in the data active means inhibition above about 34%, passing the limit was not always enough
HIV Rev-RRE inh: HIV Rev-RRE protein-RNA interaction inhibition; Rev peptide-RRE RNA binding, FRET; hit rate 0.79% among 97,000; inhibition, % at 8 µM; P05866;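 active means inhibition above the screen-wide mean plus 3 SD, cut at about 35% in these data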;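 further: 0% = median DMSO wells and 100% = median Neomycin B control wells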
Target sequence (P05866 whole entry, looked up): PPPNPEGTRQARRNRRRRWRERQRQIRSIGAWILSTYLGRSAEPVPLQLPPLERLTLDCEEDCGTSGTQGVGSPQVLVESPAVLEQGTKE
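Test system – labelled RRE RNA duplex and labelled Rev peptide · Signal – fluorescein-to-Cy5 FRET, 480 nm excitation · Evaluation – % inhibition of FRET ratio versus controls · Benchmarks – DMSO low control, neomycin B high control · Incubation – 5 min RNA-compound premix plus 15 min binding step, 25 °C · Medium – HEPES pH 7.5 salt buffer with EDTA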
S1P2 antag: antagonists of human S1P2 receptor; cell-based S1P2 antagonist assay, inhibition at 5 uM; inhibition, % at 5 µM; hit rate 0.21% among 97,000; O95136; in the data active means inhibition above about 45%;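 further: CRE beta-lactamase reporter cells expressing human S1P2 stimulated with S1P; 0% = agonist at EC80 alone and 100% = agonist plus reference antagonist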
PLK1 kinase inh: inhibitors of human PLK1 kinase; recombinant PLK1 kinase, TR-FRET peptide phosphorylation; inhibition, % at 10 µM; hit rate 0.53% among 97,000; AID 619;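 active means inhibition of 50% or more in the single-concentration screen; inactive means inhibition below 50%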;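 further: 0% = DMSO max control and 100% = H-89 dihydrochloride min control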
PLAP activator: activators of human placental alkaline phosphatase; P05187; purified PLAP enzyme, luminescent substrate read-out; hits give high values; activation fold at 20 µM; hit rate 1.2% among 96,000; in the data active means activation fold above about 2
Target sequence (P05187 whole entry, looked up): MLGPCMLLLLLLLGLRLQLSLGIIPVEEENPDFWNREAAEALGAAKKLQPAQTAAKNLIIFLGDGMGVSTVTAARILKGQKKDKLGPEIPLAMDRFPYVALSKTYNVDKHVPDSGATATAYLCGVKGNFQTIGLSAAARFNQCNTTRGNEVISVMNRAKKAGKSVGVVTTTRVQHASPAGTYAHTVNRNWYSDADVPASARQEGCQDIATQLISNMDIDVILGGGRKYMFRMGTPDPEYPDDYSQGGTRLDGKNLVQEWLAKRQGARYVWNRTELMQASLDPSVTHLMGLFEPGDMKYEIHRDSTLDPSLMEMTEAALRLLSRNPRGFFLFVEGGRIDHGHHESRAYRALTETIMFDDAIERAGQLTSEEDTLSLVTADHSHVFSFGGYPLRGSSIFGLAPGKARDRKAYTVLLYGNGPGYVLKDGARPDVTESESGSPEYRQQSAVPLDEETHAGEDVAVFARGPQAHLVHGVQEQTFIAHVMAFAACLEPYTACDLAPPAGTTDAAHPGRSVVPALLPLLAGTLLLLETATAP
MT1-MMP txn act: activates MT1-MMP transcription. HT1080 MT1-MMP promoter luciferase reporter, luminescence, overnight; hits give high values. AID 750. activation factor at 10 µM. hit rate 0.16% among 86,000;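 active means activation factor of at least 2 for MT1-MMP transcription at 10 µM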
FAK blocker: blocks human focal adhesion kinase activity. hit rate 0.84% among 97,000. inhibition, %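 (tested at 7 µM)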. biochemical FAK kinase activity assay. AID 727. Q05397; in the data active means inhibition above about 19%;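 further: 0% = DMSO and 100% = reference compound high control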
Starred values were filed as active, the others as inactive; . = no result given.

SMILES | S1P2 agonist | EphB4 antag | PLK1 PBD inh | HIV Rev-RRE inh | S1P2 antag | PLK1 kinase inh | PLAP activator | MT1-MMP txn act | FAK blocker
Cc1ccsc1C1C(C(=O)O)c2ccccc2C(=O)N1C (stereo unspecified) | -10 | -6 | 29 | -1 | -1 | -7 | 1 | 1 | -6
COc1ccc(-c2noc(CCC(=O)NCCN(C)Cc3ccccc3)n2)cc1 | 1 | -6 | -6 | 4 | -1 | 0 | 1.6 | . | 0
O=C(COc1ccc(Cl)cc1)N(Cc1ccccc1)c1nc(-c2ccccc2)cs1 | -8 | 7 | 14 | 14 | 11 | -3 | 0.8 | . | 0
CN(C(=O)C1CCOC1)c1nnc(-c2ccccn2)s1 (stereo unspecified) | -8 | -5 | -9 | 5 | 13 | -7 | 0.9 | 1.4 | -2
CCOc1ccccc1C(=O)Nc1ccccc1C(N)=O | -8 | 12 | -14 | 5 | -24 | -2 | 1.2 | 1.2 | -1
Cc1ccc(-c2noc(CCC(=O)NCCN3CCc4ccccc4C3)n2)cc1 | -5 | 2 | 6 | 9 | 8 | -4 | 1.5 | . | 2
CC(NC(=O)Nc1ccc2c(c1)OCO2)C1CCCO1 (stereo unspecified) | -3 | -9 | 13 | 0 | -11 | -2 | 1 | 1.5 | -3
COc1ccccc1N=c1sc2ccccc2n1C | -3 | 4 | -24 | 1 | -9 | -7 | 1 | . | 2
O=C(COc1ccccc1)Nc1ccccc1N1CCN(c2ccc(F)cc2)CC1 | -6 | 4 | -9 | 5 | 19 | -5 | 0.8 | 1.1 | 1
COC(=O)c1cc(C(=O)OC)n(Cc2ccc(Br)cc2)n1 | -5 | -3 | 35 | 7 | -2 | 6 | 1.4 | 1.3 | 2
COc1ccc(S(=O)(=O)N2CCCCCC2)cc1C(=O)OCC(=O)NC(N)=O | -3 | 1 | 18 | 9 | -21 | -9 | 1.2 | 1 | 6
CCO/C(=C/c1sc2ccc(OC)cc2[n+]1CCCS(=O)(=O)[O-])CC | -1 | 0 | -26 | 8 | -3 | -8 | 0.9 | 1.1 | 0
CCOC(=O)c1ccccc1NC(=O)COc1ccccc1 | -3 | -8 | -5 | 18 | -35 | -8 | 0.8 | 1.3 | 2
COC(=O)c1cccc(NC(=O)NC2CCCN2S(=O)(=O)c2ccc(Cl)cc2)c1 (stereo unspecified) | -5 | -6 | 6 | 2 | -3 | -1 | 1.3 | 1 | 3
CCCC1(CCC)NC(=O)N(CC(=O)Nc2ccccc2OC)C1=O | -5 | -7 | 30 | -4 | 5 | -2 | 0.8 | 1.1 | -2
Cc1nn(-c2ccccc2)c2sc(C(=O)N3CCCCC3)cc12 | 9 | 0 | 7 | 6 | -27 | -21 | 1.4 | 1.5 | 0
C=CCn1c(Cc2cccs2)nnc1SC/C=C/c1ccccc1 | -3 | 2 | 10 | 8 | -7 | -8 | 1.1 | 1.1 | -2
CCOC(=O)c1nn(-c2ccccc2)c(=O)c2c(N)scc12 | 0 | -5 | 24 | 4 | -32 | -1 | 0.8 | 1.1 | 7
Cc1cc(C)n(-c2ccc(C(=O)OCC(=O)Nc3ccc(S(=O)(=O)N4CCCCC4)cc3)cc2)n1 | -1 | -1 | 11 | 8 | -7 | -12 | 1.6 | 1.2 | -3
COCCNC(=O)NC(=O)COC(=O)Cc1ccc2c(c1)OCCO2 | -3 | 8 | -10 | 6 | 18 | -3 | 1.1 | 1.3 | 4
O=C1C(=O)N(Cc2cccnc2)C(c2ccccn2)/C1=C(/O)c1ccc(F)cc1 (stereo unspecified) | -9 | -2 | -13 | 9 | 10 | -7 | 1.3 | 1 | 1
O=C(CCCCn1c(=O)c2ccccc2n(CC(=O)Nc2ccccc2)c1=O)NCc1ccco1 | -3 | -2 | -3 | 2 | 7 | -11 | 1.1 | . | 4
CC(=O)Oc1cc2c(C(=O)NCCCN3CCOCC3)c(C)oc2c2ccccc12 | -3 | 2 | 27 | 6 | -7 | -4 | 1.5 | 1.2 | 8
Cc1nn(C2CCCCC2)c(N)c1-c1ccccc1 | 0 | -4 | -9 | 6 | -5 | -8 | 1 | 1.3 | -3
Cc1ccsc1/C=N/NC(=O)CSCc1ccc(Cl)cc1 | 0 | 12 | -2 | 12 | -27 | -12 | 1 | . | -2
(continued)
SMILES | S1P2 agonist | EphB4 antag | PLK1 PBD inh | HIV Rev-RRE inh | S1P2 antag | PLK1 kinase inh | PLAP activator | MT1-MMP txn act | FAK blocker
CCOC(=O)c1c(C)[nH]c(C(=O)CSc2nc3ccccc3o2)c1C | 0 | -7 | 17 | 7 | 5 | -13 | 0.9 | 1 | -2
COc1ccc(OC(C)C(=O)N2CC(C)OC(C)C2)cc1 (stereo unspecified) | -2 | -5 | 15 | 3 | -14 | -15 | 0.8 | 1 | 0
Cc1ccc2cc(C#N)c(SCC(=O)NCC3CCCO3)nc2c1 (stereo unspecified) | -5 | -4 | -7 | -1 | -20 | -13 | 1 | 1.1 | 1
Cc1ccc(Cc2nnc3n(-c4ccccc4)nc(C(=O)c4ccccc4)n3c2=O)cc1 | -2 | 4 | 3 | 4 | -2 | -19 | . | 1.1 | 1
CCOC(=O)C(=O)Nc1ccc(S(=O)(=O)Nc2ncccn2)cc1 | 1 | 3 | -17 | 8 | -21 | 3 | 0.9 | 1.2 | 2
CCn1nc(C)c(Oc2ccccc2O)c1C | -4 | 3 | -9 | 8 | 2 | -10 | 1 | 1.1 | 2
FC(F)(F)c1nc2ccccc2n2c(-c3ccc(Cl)cc3)nnc12 | -4 | 1 | 3 | 2 | 6 | -16 | 0.8 | . | -7
Cc1c(NC(=O)CSc2nc(-c3ccco3)cc(C(F)(F)F)n2)c(=O)n(-c2ccccc2)n1C | -2 | -4 | -29 | 3 | -16 | -7 | 1 | 1.2 | -3
O=C(CSc1cccc2cccnc12)NCc1ccco1 | -2 | 3 | 4 | 4 | 17 | -1 | 1 | 1.1 | 2
c1ccc(CSc2ncn(-c3ccccc3)n2)cc1 | 1 | 2 | -39 | 7 | 17 | -13 | 0.7 | 0.8 | 0
CCc1nnc(NC(=O)c2ccc3c(c2)C(=O)N(C(C)(C)C)C3=O)s1 | -4 | 2 | -7 | -45 | 3 | -13 | 1.1 | 1.4 | -2
CCN=C(NCC)SC1CC(=O)N(c2ccc(OC)cc2)C1=O (stereo unspecified) | -5 | -5 | 6 | -1 | -13 | -3 | 0.8 | 1 | -1
CCCCn1c(NCCN(C)C)nc2c1c(=O)[nH]c(=O)n2C | -1 | -4 | 1 | 5 | 7 | -8 | 1.1 | 1 | -5
CCOC(=O)c1cnc(-n2nc(C)cc2C)nc1NCCO | -5 | 4 | -12 | 5 | 14 | -7 | 1 | 1.1 | -4
COc1cccc(/C=N/c2oc(-c3ccccc3)cc2C#N)c1O | -3 | -4 | 11 | 0 | 10 | -5 | 1 | . | 6
O=C(COC(=O)C12CC3CC(CC(C3)C1)C2)NC12CC3CC(CC(C3)C1)C2 | -2 | 0 | -26 | 9 | 10 | -7 | 1.1 | 1 | 0
Cc1cc2oc(C(=O)NC3CCS(=O)(=O)C3)c(C)c2cc1C (stereo unspecified) | -4 | 7 | 7 | 7 | 3 | -2 | 0.8 | 1 | 3
Cc1ccc(C(=O)Nc2nccs2)cc1S(=O)(=O)N1CCCCC1 | -4 | -1 | -12 | 5 | 1 | -12 | 1.1 | 1.1 | -2
COc1ccc(C2SCC(C(=O)O)N2C(C)=O)cc1OC (stereo unspecified) | 0 | 3 | -4 | 9 | 15 | -7 | 0.9 | 1.1 | 0
Cc1cc2c(cc(C(=O)OCC(=O)NCc3cccs3)n2C(C)C)o1 | -3 | -2 | -15 | 4 | -3 | -10 | 0.9 | 0.6 | 0
CN(C)S(=O)(=O)N1CCN(C(=O)c2cccs2)CC1 | -4 | 0 | 15 | 5 | -7 | -32 | 1.1 | 1.1 | -1
COc1ccc(OC)c(S(=O)(=O)Nc2cc(OC)c(Cl)cc2OC)c1 | -4 | 1 | -15 | 5 | -19 | -11 | 0.9 | 1.2 | -1
O=C(NCCO)C(F)(F)C(F)(F)C(F)(F)OC(F)(C(=O)NCCO)C(F)(F)F (stereo unspecified) | -8 | -6 | 13 | 3 | 18 | -13 | 1 | 1.2 | -1
O=C(Nc1nncs1)c1cccc(S(=O)(=O)N2CCCCC2)c1 | -3 | 5 | -4 | 5 | -11 | -11 | . | 1 | -1
CC1(C)CC(=O)C2=C(C1)N(CC1CCCO1)C(=O)NC2(C(F)(F)F)C(F)(F)F (stereo unspecified) | -3 | 9 | -20 | 7 | -19 | -11 | 0.9 | 1.2 | -4
COc1ccccc1CNC(=O)c1ccc(NS(=O)(=O)c2c(C)noc2C)cc1 | -4 | 2 | 8 | 1 | 2 | -2 | 1.2 | 1.1 | 0
CCOC(=O)C1CCN(C(=O)C(C)Sc2ccc(Cl)cc2)CC1 (stereo unspecified) | -1 | -8 | -27 | 5 | -16 | -8 | . | 1.1 | 0
O=C(C1Cc2ccccc2CN1S(=O)(=O)c1ccc(F)cc1)N1CCOCC1 (stereo unspecified) | -1 | -5 | 8 | 11 | -12 | -9 | 0.9 | 1.2 | 3
CN(C)c1ccc(C(=O)c2ccc(N(C)C)c3ccccc23)cc1 | 4 | -5 | 19 | 6 | 4 | -9 | . | 1.1 | 1

Looked up above:
HIV Rev-RRE inh, O=C(COC(=O)C12CC3CC(CC(C3)C1)C2)NC12CC3CC(CC(C3)C1)C2 = 9
FAK blocker, O=C(C1Cc2ccccc2CN1S(=O)(=O)c1ccc(F)cc1)N1CCOCC1 (stereo unspecified) = 3

Entries above containing a Cl atom (6):
SMILES | S1P2 agonist | EphB4 antag | PLK1 PBD inh | HIV Rev-RRE inh | S1P2 antag | PLK1 kinase inh | PLAP activator | MT1-MMP txn act | FAK blocker
O=C(COc1ccc(Cl)cc1)N(Cc1ccccc1)c1nc(-c2ccccc2)cs1 | -8 | 7 | 14 | 14 | 11 | -3 | 0.8 | . | 0
COC(=O)c1cccc(NC(=O)NC2CCCN2S(=O)(=O)c2ccc(Cl)cc2)c1 (stereo unspecified) | -5 | -6 | 6 | 2 | -3 | -1 | 1.3 | 1 | 3
Cc1ccsc1/C=N/NC(=O)CSCc1ccc(Cl)cc1 | 0 | 12 | -2 | 12 | -27 | -12 | 1 | . | -2
FC(F)(F)c1nc2ccccc2n2c(-c3ccc(Cl)cc3)nnc12 | -4 | 1 | 3 | 2 | 6 | -16 | 0.8 | . | -7
COc1ccc(OC)c(S(=O)(=O)Nc2cc(OC)c(Cl)cc2OC)c1 | -4 | 1 | -15 | 5 | -19 | -11 | 0.9 | 1.2 | -1
CCOC(=O)C1CCN(C(=O)C(C)Sc2ccc(Cl)cc2)CC1 (stereo unspecified) | -1 | -8 | -27 | 5 | -16 | -8 | . | 1.1 | 0
